Assay outcomes: PubChem, National Center for Advancing Translational Sciences (NCATS)
BRCA1 expr act: increases BRCA1 expression. Potency, µM (series often up to 46.1 µM), without a hit: at the highest dose activation, actives largely listed as activators. MCF7-BRCA1-FFLuc reporter, luminescence, 48 h; response scale: scaled: vehicle 0%, 10 µM genistein 100%. AID 624202. 380,000 tested, 1.1% active; further: potency means the concentration at half of the fitted maximal effect; nearly all actives have a fitted effect of over 80% in size; some results filed as inactive show a strong effect at the top dose
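MCF7-BRCA1-FFLuc, 2000 cells/well; 2 h attach, 37 °C/5% CO2; compound 48 h; luciferase substrate 15 min; luminescence end-point. Norm. to genistein 10 microM max activation and DMSO; concentration-response curves fitted.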
RORg inh: inhibitors of mouse ROR gamma transcriptional activity. P51450. Drosophila S2 Gal4-RORgamma UAS-luciferase reporter, 20 h. Potency, µM (titrated, usually from 53.6 µM), inactives show top-dose activity change, negative = inhibition, usual class: inhibitors. 310,000 tested, 5.4% active. AID 2551; further: potency means the concentration at half of the fitted maximal effect; on the % scale 0 is the no-effect control and ±100 the full control effect; nearly all actives have a fitted effect of over 60% in size
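Luciferase reporter read in Schneider cells carrying Gal4-RORγ (mouse) and UAS-Photinus luciferase; cells given compound 1 h before 700 uM copper sulfate induction, then incubated 20 h at ambient temperature.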
VP16 counter: Gal4-VP16 reporter inhibition counter-screen. Potency, µM (titrated, usually from 53.6 µM), for inactives: at the top dose activity, negative = inhibition, actives largely listed as inhibitors. Drosophila S2 Gal4-VP16 UAS-luciferase, luminescence, 20 h. 310,000 tested, 3.5% active;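 further: Gal4-VP16 expression switched on by copper sulfate through the metallothionein promoter; potency means the concentration at half of the fitted maximal effect; on the % scale 0 is the no-effect control and ±100 the full control effect; nearly all actives have a fitted effect of over 50% in size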
NPC1 promoter act: activators of NPC1 promoter; Huh7 NPC1 promoter luciferase reporter, 24 h; Potency, µM (series often up to 9.22 µM), inactives show at the top dose activation, most hits filed as activators; 320,000 tested, 2.4% active; AID 485313;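 further: potency means the concentration at half of the fitted maximal effect; % of control where 0% means no effect; nearly all actives have a fitted effect of over 60% in size; reporter is driven by a mutant NPC1 promoter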
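Luminescence read-out of NPC1 promoter-driven luciferase in stably transfected Huh7 cells; compounds delivered in DMSO and left 24 h at 37C, 5% CO2, qHTS titration format.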
p53 reactivator: re-activators of mutant p53 | Potency, µM (series often up to 92.2 µM), inactives show top-dose activity change, positive = activation, actives largely listed as activators | H1299 p53-A138V BP100-luciferase reporter, luminescence, 24 h | AID 504706 | 320,000 tested, 0.063% active; further: potency means the concentration at half of the fitted maximal effect; % of control where 0% means no effect; nearly all actives have a fitted effect of over 45% in size
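H1299 (p53-null), stable ts p53-A138V + BP100-Luc; 1000 cells/well, Opti-MEM/10% FBS; cpd 4 pt, 1:5; 24 h, 37 deg C, 5% CO2; detection reagent 10 min RT; luminescence.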
ELG1 genotox: inducers of genotoxicity in HEK293T ELG1-luciferase cells; 330,000 tested, 1.3% active; AID 504466; Potency, µM (top dose mostly 46 µM), for the others: top-dose activity change, positive = activation, usual class: activators; HEK293T ELG1-luciferase reporter, luminescence, 16 h; further: potency means the concentration at half of the fitted maximal effect; % of control where 0% means no effect; nearly all actives have a fitted effect of over 60% in size
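HEK293T cells expressing luciferase-tagged ELG1 were exposed to compound or DMSO vehicle for 16 hr at 37 °C and 5% CO2. Luciferase activity was then measured with ONE-Glo after 30 min at room temperature.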
Giardia kill: kills Giardia lamblia | AID 540267 | 340,000 tested, 0.15% active | Giardia lamblia trophozoite viability | activity change, % at 7.66 µM, hits read low; in the data active means activity change below about -80%; inconclusive means between about -30% and that limit;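 further: parasites exposed to compound for two days anaerobically before the ATP read; on the % scale 0 is the no-effect control and ±100 the full control effect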
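Killing of trophozoites was scored by loss of ATP luminescence after a 48 hrs anaerobic exposure to compounds at 37 deg C, using 100 cells per well.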
PKM2 activator: PKM2 (human) enzyme activation; 260,000 tested, 0.34% active; P14618; AID 1631; purified PKM2, Kinase-Glo ATP luminescence, activation; response scale: 0% is enzyme alone, no compound; Potency, µM (top dose mostly 57.5 µM), inactives show at the highest dose activation, hits mostly activators; further: potency means the concentration at half of the fitted maximal effect; on the % scale 0 is the no-effect control and ±100 the full control effect; nearly all actives have a fitted effect of over 55% in size
Target sequence (P14618 whole entry, looked up): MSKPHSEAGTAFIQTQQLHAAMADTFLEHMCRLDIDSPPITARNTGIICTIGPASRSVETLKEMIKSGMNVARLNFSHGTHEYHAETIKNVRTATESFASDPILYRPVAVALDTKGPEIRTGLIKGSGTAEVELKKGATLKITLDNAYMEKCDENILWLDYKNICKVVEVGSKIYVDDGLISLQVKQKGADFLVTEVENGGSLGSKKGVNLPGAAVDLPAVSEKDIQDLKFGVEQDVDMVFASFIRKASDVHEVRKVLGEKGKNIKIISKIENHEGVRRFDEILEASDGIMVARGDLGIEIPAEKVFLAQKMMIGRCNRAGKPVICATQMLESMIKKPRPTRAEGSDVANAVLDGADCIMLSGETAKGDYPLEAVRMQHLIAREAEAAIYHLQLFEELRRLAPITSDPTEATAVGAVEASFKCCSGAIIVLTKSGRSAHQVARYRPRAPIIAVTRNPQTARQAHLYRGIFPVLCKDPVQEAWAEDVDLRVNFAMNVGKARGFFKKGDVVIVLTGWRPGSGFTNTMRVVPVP
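Kinase-Glo luminescence reports ATP generated from ADP (0.1 mM) and PEP (0.5 mM) by purified hPK-M2 after 1 h at room temperature, pH 7.2 imidazole buffer; intermediate enzyme activity allows detecting inhibitors and activators.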
Rab9 promoter act: activators of Rab9 promoter | Huh7 Rab9 promoter-luciferase reporter, luminescence, 24 h | Potency, µM (titrated, usually from 9.22 µM), without a hit: top-dose activation, negative = inhibition, hits mostly activators | 320,000 tested, 2.8% active; further: potency means the concentration at half of the fitted maximal effect; % of control where 0% means no effect; nearly all actives have a fitted effect of over 60% in size
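Huh7 cells stably carrying Rab9 promoter–luciferase reporter, plated 1500 cells/well, compound added after 2 h and incubated 24 h at 37 °C; luciferase luminescence then read after 10 min with detection reagent.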
FLuc modulator: counter-screen for miR-21 project: firefly luciferase inhibitors or activators. P08659. purified FLuc, Km substrates, luminescence inhibition. Potency, µM (series often up to 57.5 µM), inactives show at the highest dose activity change, negative = inhibition, hits mostly inhibitors. 360,000 tested, 6.9% active;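 further: potency means the concentration at half of the fitted maximal effect; plate controls were vehicle for no effect and reference inhibitor for full effect; nearly all actives have a fitted effect of over 55% in size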
Target sequence (P08659 whole entry, looked up): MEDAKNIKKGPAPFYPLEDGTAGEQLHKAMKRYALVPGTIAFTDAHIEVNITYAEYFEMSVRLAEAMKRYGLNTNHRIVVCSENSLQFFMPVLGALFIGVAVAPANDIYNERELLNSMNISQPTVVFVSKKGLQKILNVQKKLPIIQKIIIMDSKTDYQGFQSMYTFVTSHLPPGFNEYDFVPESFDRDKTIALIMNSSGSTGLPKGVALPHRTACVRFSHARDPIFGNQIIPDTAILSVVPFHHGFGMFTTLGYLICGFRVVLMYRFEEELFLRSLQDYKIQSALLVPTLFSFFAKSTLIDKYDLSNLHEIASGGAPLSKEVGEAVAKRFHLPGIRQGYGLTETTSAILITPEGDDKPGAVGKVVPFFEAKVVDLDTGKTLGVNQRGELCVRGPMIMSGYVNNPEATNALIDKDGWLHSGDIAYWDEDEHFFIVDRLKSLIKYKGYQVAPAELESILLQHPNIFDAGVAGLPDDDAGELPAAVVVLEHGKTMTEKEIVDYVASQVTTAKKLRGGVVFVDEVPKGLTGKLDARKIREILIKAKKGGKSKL
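Purified P. pyralis luciferase (10nM final) with 10uM D-luciferin and 10uM ATP (Km levels) in 50mM Tris acetate pH 7.5, 10mM Mg acetate, 0.01% Tween-20, 0.05% BSA; qHTS 6-point titration, ~60 µM downward; luminescence read.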
Menin MLL FP TR: inhibitors of human menin-MLL interaction, mutant MLL peptide; O00255; Menin + Texas Red MLL mutant peptide, fluorescence polarization; Potency, µM (top dose mostly 61.6 µM), inactives show at the top dose FP activity change, negative = inhibition, hits mostly inhibitors; 270,000 tested, 0.23% active; AID 1768; active means well fitted inhibition curve with a large enough effect in the polarisation, with a control signal flat, not every such curve was filed as active; inconclusive means small, poorly fitted or top-dose-only effect, or effect the other way, or a change in a side signal; inactive means no such curve, though single readings can be large or run the other way; the % refers to the polarisation; further: potency means the concentration at half of the fitted maximal effect; % of control where 0% means no effect; many of its hits are not listed in these tables
An asterisk follows results filed as active; [ ] = remark or other dose. Unless noted, the call rests on the fitted dose curve; in most records, active means well fitted curve in the direction sought with a large enough effect; inconclusive means small, poorly fitted or top-dose-only effect, or another doubt; inactive means no such curve, though single readings can be large; an effect the other way counts as inactive or inconclusive.

What do the screens show for `Cc1ccccc1S(=O)(=O)NC1OC(=O)C(Cl)=C1Cl` (centres undefined)?
BRCA1 expr act: -21%; RORg inh: -34%; VP16 counter: -10%; NPC1 promoter act: 0%; p53 reactivator: inconclusive; ELG1 genotox: 3%; Giardia kill: 13; PKM2 activator: -1%; Rab9 promoter act: 0%; FLuc modulator: -2%; Menin MLL FP TR: 0%

What do the screens show for `Cc1nc([N+](=O)[O-])c(NCCO)n1Cc1ccccc1`?
BRCA1 expr act: 10%; RORg inh: 0%; VP16 counter: 1%[10 µM]; NPC1 promoter act: 0%; p53 reactivator: -4%; ELG1 genotox: 11%; Giardia kill: 3; PKM2 activator: -2%; Rab9 promoter act: -6%; FLuc modulator: -3%; Menin MLL FP TR: 13%

Results for Cc1ccccc1C(=O)N/N=C/c1ccncc1 ?
BRCA1 expr act: 28%; RORg inh: -5%; VP16 counter: 0%; NPC1 promoter act: 13%; p53 reactivator: 0%; ELG1 genotox: 7%; Giardia kill: -7; PKM2 activator: -6%; Rab9 promoter act: 11%; FLuc modulator: inconclusive; Menin MLL FP TR: 12%

What do the screens show for `COc1ccc(NC(=O)c2ccc(COc3ccccc3OC)o2)cc1OC`?
BRCA1 expr act: 7%; RORg inh: 27%; VP16 counter: 16%; NPC1 promoter act: 0%; p53 reactivator: -3%; ELG1 genotox: -3%; Giardia kill: 18; PKM2 activator: 3%; Rab9 promoter act: 10%; FLuc modulator: inconclusive; Menin MLL FP TR: 7%

Results for O=C(CSc1nc(-c2ccc(F)cc2)cs1)NC(=O)NCc1ccco1 ?
BRCA1 expr act: 1%; RORg inh: 12%; VP16 counter: 4%; NPC1 promoter act: 5%; p53 reactivator: 4%; ELG1 genotox: 0%; Giardia kill: 1; PKM2 activator: 8%; Rab9 promoter act: -3%; FLuc modulator: -15%; Menin MLL FP TR: 22%

What do the screens show for `O=C(CCC(NC(=O)OCc1ccccc1)C(=O)O)OCc1ccccc1` (centres undefined)?
BRCA1 expr act: 6%; RORg inh: -9%; VP16 counter: -5%; NPC1 promoter act: 2%; p53 reactivator: 15%; ELG1 genotox: -1%; Giardia kill: -6; Rab9 promoter act: 4%; FLuc modulator: -10%; Menin MLL FP TR: 15%

What do the screens show for `CC(=O)N1c2ccccc2C(CBr)=CC1(C)C`?
BRCA1 expr act: -3%; RORg inh: -12%; VP16 counter: -1%; NPC1 promoter act: 0%; p53 reactivator: 1%; ELG1 genotox: -3%; Giardia kill: -10; PKM2 activator: 0%; Rab9 promoter act: 0%; FLuc modulator: 1%

What do the screens show for `CC(=O)NS(=O)(=O)c1ccc(NS(=O)(=O)c2ccccc2[N+](=O)[O-])cc1`?
BRCA1 expr act: -5%; RORg inh: 3%; VP16 counter: 7%; NPC1 promoter act: 1%; p53 reactivator: 0%; ELG1 genotox: 2%; Giardia kill: -11; PKM2 activator: -3%; Rab9 promoter act: 2%; FLuc modulator: -8%

What do the screens show for `Cc1c(CN(C)C)c2c(n1Cc1ccccc1)C(=O)c1ccc(Br)cc1-2`?
BRCA1 expr act: -50%; RORg inh: inconclusive; VP16 counter: -18%; NPC1 promoter act: 1%; p53 reactivator: -1%; ELG1 genotox: -4%; Giardia kill: -5; PKM2 activator: -1%; Rab9 promoter act: -2%; FLuc modulator: 0%; Menin MLL FP TR: -8%

What do the screens show for `CCN(CC)S(=O)(=O)c1cccc(NC(=O)CN2C(=O)c3ccc([N+](=O)[O-])cc3C2=O)c1`?
BRCA1 expr act: 3%; RORg inh: 5%; VP16 counter: 5%; NPC1 promoter act: 1%; p53 reactivator: -1%; ELG1 genotox: 4%; Giardia kill: 25; PKM2 activator: 0%; Rab9 promoter act: 0%; FLuc modulator: 4%; Menin MLL FP TR: -4%

What do the screens show for `Cc1ccc(NC(=O)CSc2nnc(-c3cnccn3)n2C)cc1C`?
BRCA1 expr act: 9%; RORg inh: -28%; VP16 counter: -2%; NPC1 promoter act: -1%; p53 reactivator: 2%; ELG1 genotox: 1%; Giardia kill: -13; Rab9 promoter act: -2%; FLuc modulator: 1%

Results for COc1ccccc1NC(=O)C1=C(C)Nc2nnnn2C1c1cc(Br)ccc1OC (centres undefined) ?
BRCA1 expr act: -28%; RORg inh: 34%; VP16 counter: 6%; NPC1 promoter act: 0%; p53 reactivator: -3%; ELG1 genotox: -6%; Giardia kill: -6; PKM2 activator: 0%; Rab9 promoter act: -3%; FLuc modulator: -3%; Menin MLL FP TR: 12%

What do the screens show for `COc1ccc(NC(=O)c2ccc3[nH]c(=O)c(=O)[nH]c3c2)c(OC)c1`?
BRCA1 expr act: -6%; RORg inh: -32%; VP16 counter: 0%; NPC1 promoter act: -3%; p53 reactivator: 1%; ELG1 genotox: 0%; Giardia kill: 6; Rab9 promoter act: -2%; FLuc modulator: -2%; Menin MLL FP TR: 4%

How did CCc1ccccc1Nc1nc(N)nc(CSc2nnc3ccccn23)n1 do in these assays?
BRCA1 expr act: 44%; RORg inh: 25%; VP16 counter: 10%; NPC1 promoter act: 6%; p53 reactivator: 2%; ELG1 genotox: -4%; Giardia kill: 12; PKM2 activator: 14%; Rab9 promoter act: 5%; FLuc modulator: -1%; Menin MLL FP TR: -4%

Results for COc1ccc(CCNC(=O)C2CCN(S(=O)(=O)c3c(C)noc3C)CC2)cc1OC ?
BRCA1 expr act: -13%; RORg inh: -6%; VP16 counter: -9%; Giardia kill: 7; PKM2 activator: -1%; FLuc modulator: 3%; Menin MLL FP TR: 1%

How did COc1ccc(NS(=O)(=O)c2cc(NC(=O)C3CCCO3)ccc2N2CCCC2)cc1 (centres undefined) do in these assays?
BRCA1 expr act: 28%; RORg inh: -6%; VP16 counter: -6%; NPC1 promoter act: -10%; p53 reactivator: -4%; ELG1 genotox: 0%; Giardia kill: -12; PKM2 activator: -5%; Rab9 promoter act: 1%; FLuc modulator: 4%; Menin MLL FP TR: -9%

What do the screens show for `O=C1OCCN1C(=O)[C@H]1[C@H](c2ccc(Cl)cc2)C(c2cccc(Cl)c2)=NN1c1ccc(Br)cc1`?
BRCA1 expr act: -43%; RORg inh: 5%[40.7 µM]; VP16 counter: -8%[40.7 µM]; p53 reactivator: 7%; ELG1 genotox: -2%; Giardia kill: 9; Menin MLL FP TR: inconclusive

Results for O=C(CNC(=O)c1ccc(Cl)cc1)NC1CCCCC1 ?
BRCA1 expr act: 3%; RORg inh: 4%; VP16 counter: -10%; NPC1 promoter act: -1%; p53 reactivator: 14%; ELG1 genotox: 20%; Giardia kill: -17; PKM2 activator: -1%; Rab9 promoter act: -4%; FLuc modulator: 6%

What do the screens show for `Cc1csc(NC(=O)CCn2c(=O)oc3ccccc32)n1`?
BRCA1 expr act: -1%; RORg inh: -33%; VP16 counter: -8%; NPC1 promoter act: 1%; p53 reactivator: inconclusive; ELG1 genotox: 0%; Giardia kill: 4; PKM2 activator: -2%; Rab9 promoter act: -2%; FLuc modulator: -10%; Menin MLL FP TR: -18%

Results for COC(=O)c1cc(COC(=O)c2cccnc2SC)oc1C ?
BRCA1 expr act: -22%; RORg inh: 0%; VP16 counter: -4%; NPC1 promoter act: 0%; p53 reactivator: -1%; ELG1 genotox: -14%; Giardia kill: -6; PKM2 activator: -1%; Rab9 promoter act: 9%; FLuc modulator: 1%; Menin MLL FP TR: -14%

Results for CCCCn1c(SCC(=O)N2CCOCC2)nc2ccccc2c1=O ?
BRCA1 expr act: -19%; RORg inh: 29%; VP16 counter: 5%; NPC1 promoter act: 1%; p53 reactivator: 12%; ELG1 genotox: -15%; Giardia kill: 15; PKM2 activator: -8%; Rab9 promoter act: 0%; FLuc modulator: -2%; Menin MLL FP TR: 9%

What do the screens show for `CCC(NC(=O)Nn1cnnc1)(C(F)(F)F)C(F)(F)F`?
BRCA1 expr act: 5%; RORg inh: -19%; VP16 counter: -7%; NPC1 promoter act: -3%; p53 reactivator: -11%; ELG1 genotox: 0%; Giardia kill: 42[activator]; PKM2 activator: -2%; Rab9 promoter act: -2%; FLuc modulator: 4%; Menin MLL FP TR: -6%

What do the screens show for `COc1ccccc1CN1CC(C(=O)N(C)Cc2ccc(C)o2)CCC1=O` (centres undefined)?
BRCA1 expr act: 25%; RORg inh: 7%; VP16 counter: 2%; NPC1 promoter act: 0%; p53 reactivator: inconclusive; ELG1 genotox: 4%; Giardia kill: 11; Rab9 promoter act: 2%; FLuc modulator: inconclusive

Results for Cc1cccnc1Nc1nc(-c2ccccn2)cs1 ?
BRCA1 expr act: -49%; RORg inh: 0.022µM*; VP16 counter: inconclusive; NPC1 promoter act: inconclusive; p53 reactivator: inconclusive; ELG1 genotox: 5.8µM*; Giardia kill: -19; PKM2 activator: -9%; Rab9 promoter act: -1%; FLuc modulator: inconclusive; Menin MLL FP TR: 13%

An excerpt; count on the stated rates, not on these rows.
